Source: PubChem
PME-1 inh: PME-1 inhibitors via competitive probe labeling, primary screen, biochemical, fluorescence polarization, FP-Rh probe, HTS; actives 0.53% (n = 320,000); recombinant PME-1; inhibition, % at 5.9 µM;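 active = inhibition above the campaign mean of all compounds plus 3 SD, cut at about 26% in these data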;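 also: competitive labeling of PME-1 active site by serine hydrolase directed probe; 0% = PME-1 with DMSO and 100% = wells lacking PME-1 enzyme; inhibitors block probe labeling so polarization falls and inhibition rises; many of its hits are not listed in these tables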
Target sequence (Q9Y570 whole entry, looked up): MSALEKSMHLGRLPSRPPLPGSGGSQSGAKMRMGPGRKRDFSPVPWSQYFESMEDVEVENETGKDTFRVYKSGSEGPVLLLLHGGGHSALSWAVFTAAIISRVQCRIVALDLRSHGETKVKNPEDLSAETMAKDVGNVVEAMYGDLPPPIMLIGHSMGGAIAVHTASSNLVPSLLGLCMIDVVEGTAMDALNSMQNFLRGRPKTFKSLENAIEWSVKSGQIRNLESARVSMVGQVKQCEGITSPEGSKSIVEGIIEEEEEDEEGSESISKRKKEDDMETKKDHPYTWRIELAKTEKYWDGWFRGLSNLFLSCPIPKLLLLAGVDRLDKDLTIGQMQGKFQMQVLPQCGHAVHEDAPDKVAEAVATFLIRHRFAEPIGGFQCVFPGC
GSTO1 inh: inhibitors of recombinant GSTO1, primary screen, counter-screen for RBBP9 inhibitor project, biochemical, fluorescence polarization; inhibition, % at 5.96 µM; activity-based probe fluorescence polarization; actives 1.1% (n = 300,000);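 active = inhibition above the campaign mean inhibition plus 3 SD, cut at about 35% in these data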;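 also: 0% = GSTO1-1 with DMSO and 100% = wells lacking GSTO1-1 enzyme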
PAD4 inh: human PAD4 inhibitors, primary screen, biochemical, fluorescence polarization, 1536-well format; Protein-arginine deiminase type-4 (Homo sapiens), Q9UM07; recombinant PAD4, RCA probe fluorescence polarization; inhibition, % at 6.36 µM; actives 0.41% (n = 330,000);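 active = percent inhibition above a cutoff equal to the mean of all tested compounds plus 3 SD, cut at about 15% in these data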;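 also: 0% = PAD4 with RCA probe and DMSO and 100% = probe without PAD4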
MCL1 BIM primary: inhibitors of MCL1 binding to BIM-BH3, primary screen, biochemical, fluorescence polarization | AID 2057, 2009 | GST-MCL1 / FITC-Bim-BH3 fluorescence polarization | actives 0.68% (n = 320,000) | inhibition, % at 10.9 µM;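 active = inhibition above the mean inhibition of all tested compounds plus 3 SD, set per campaign, cut at about 40% in these data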;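 also: 0% = DMSO wells and 100% = unlabeled Bim-BH3 peptide control; higher means more loss of mP so more displacement of Bim peptide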
Target sequence (Q07820 whole entry, looked up): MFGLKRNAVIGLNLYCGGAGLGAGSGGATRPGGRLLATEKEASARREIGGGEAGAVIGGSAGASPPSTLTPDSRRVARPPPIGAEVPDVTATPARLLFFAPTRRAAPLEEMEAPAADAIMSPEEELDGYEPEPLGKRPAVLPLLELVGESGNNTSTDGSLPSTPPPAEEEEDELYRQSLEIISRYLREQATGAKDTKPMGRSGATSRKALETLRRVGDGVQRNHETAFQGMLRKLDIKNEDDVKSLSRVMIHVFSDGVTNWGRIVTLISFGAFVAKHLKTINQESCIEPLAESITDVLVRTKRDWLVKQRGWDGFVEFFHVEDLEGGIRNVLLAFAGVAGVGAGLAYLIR
TPT1 inhibitor: Candida albicans TPT1 enzyme inhibitors, primary screen, biochemical, fluorescence polarization; tRNA 2'-phosphotransferase TPT1 (Candida albicans SC5314); recombinant caTPT1, FP RNA substrate dephosphorylation; inhibition, % at 5 µM; actives 0.81% (n = 300,000); AID 1962, 2009;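 active = inhibition above the mean of all tested compounds plus 3 SD, set per screening campaign, cut at about 24% in these data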;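 also: plate controls were DMSO alone for no effect and ferristatin control at 100 nM for full effect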
Bcl-xL primary: inhibitors of human Bcl-xL, primary screen, biochemical, fluorescence polarization, HTS; Bcl-2-like protein 1 (Homo sapiens), Q07817; GST-Bcl-xL / FITC-Bim BH3 peptide fluorescence polarization; inhibition, % at 10.9 µM; actives 0.7% (n = 320,000); AID 2129, 2009;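 active = inhibition above the mean of all tested compounds plus 3 SD, cutoff set per campaign, cut at about 30% in these data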;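 also: 0% = DMSO wells and 100% = unlabeled Bim-BH3 peptide competitor; inhibitors lower millipolarization by displacing the labeled peptide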
Target sequence (Q07817 whole entry, looked up): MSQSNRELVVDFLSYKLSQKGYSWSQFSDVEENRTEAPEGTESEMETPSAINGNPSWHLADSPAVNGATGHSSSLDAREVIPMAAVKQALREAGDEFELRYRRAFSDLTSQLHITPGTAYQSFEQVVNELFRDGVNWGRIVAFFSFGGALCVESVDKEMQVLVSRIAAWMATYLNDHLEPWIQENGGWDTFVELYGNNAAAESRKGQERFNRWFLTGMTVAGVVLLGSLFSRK
GLD-1 TGE inh: GLD-1/TGE RNA complex disruptors, primary screen, biochemical, fluorescence polarization | actives 0.44% (n = 320,000) | purified GLD-1 + fluorescein TGE RNA | AID 2280, 2010 | Female germline-specific tumor suppressor gld-1 (Caenorhabditis elegans), Q17339 | inhibition, % at 5.96 µM;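 active = percent inhibition above a per-plate cutoff, the plate mean of test compounds plus 3 SD, cut at about 30% in these data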;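 also: 0% = DMSO wells with GLD-1 and probe and 100% = wells lacking GLD-1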
MEX-5 binding: MEX-5 zinc finger RNA-binding disruptors – biochemical, C. elegans, fluorescence polarization, MLPCN library, primary screen. MEX-5/FITC-TCR2 RNA binding; active compounds read low. activity score (negative = inhibition of binding), % at 10 µM. actives 0.38% (n = 300,000). AID 1832, 2009;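 active = inhibition past about -25% in most replicates, and total fluorescence under double the plate's negative control median, limit read from the data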;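 also: 0% = DMSO and -100% = 5 µM competing unlabeled TCR2 RNA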
Fam108B inh: mouse Fam108B serine hydrolase inhibitors, primary screen, counter-screen for RBBP9 inhibitor project, biochemical, fluorescence polarization | recombinant Fam108B, FP-Rh probe fluorescence polarization | inhibition, % at 9.51 µM | actives 0.33% (n = 300,000);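 active = inhibition above the screen mean inhibition plus 3 SD, computed separately per campaign, cut at about 18% in these data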;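 also: inhibitors lower polarization as less probe binds the enzyme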
Numbers without * were called inactive. Only part of the results is shown (hit frequency here may not be typical).

For Nc1ccc2oc(-c3cccs3)nc2c1 the results were PME-1 inh 0, GSTO1 inh 4, PAD4 inh -2, MCL1 BIM primary 6, TPT1 inhibitor 0, Bcl-xL primary 3, GLD-1 TGE inh -4, MEX-5 binding -4.4 and Fam108B inh 4.
COc1cccc(-n2nnc3c(=O)n(Cc4ccc(Cl)cc4)cnc32)c1 was read as PME-1 inh 1, GSTO1 inh 1, PAD4 inh 3, MCL1 BIM primary -1, TPT1 inhibitor -2, Bcl-xL primary 3, GLD-1 TGE inh -10, MEX-5 binding -0.5 and Fam108B inh -2.
For Cc1cc(C(F)(F)F)n2nc(-c3cnn(C)c3C(F)(F)F)cc2n1 the results were PME-1 inh 0, GSTO1 inh -1, PAD4 inh 2, MCL1 BIM primary 3, TPT1 inhibitor 0, Bcl-xL primary -3, GLD-1 TGE inh 13, MEX-5 binding -2.5 and Fam108B inh -3.
Screening O=C(Cc1ccc(Cl)cc1)N1CCN(c2ccc(F)cc2)CC1 returned PME-1 inh 3, GSTO1 inh -7, PAD4 inh -8, MCL1 BIM primary 5, TPT1 inhibitor 0, Bcl-xL primary 1, GLD-1 TGE inh 1, MEX-5 binding -0.6 and Fam108B inh 2.
`COC(=O)c1cc(C(=O)NCCC(C)C)cc([N+](=O)[O-])c1` gave PME-1 inh -2, GSTO1 inh -1, PAD4 inh -2, MCL1 BIM primary -5, TPT1 inhibitor 3, Bcl-xL primary -2, GLD-1 TGE inh -3, MEX-5 binding -0.3 and Fam108B inh 0.
Screening CC1(C)CC(=O)C=C(N2CCCC2)C1 returned PME-1 inh -4, GSTO1 inh -2, PAD4 inh -2, MCL1 BIM primary 1, TPT1 inhibitor -3, Bcl-xL primary 4, GLD-1 TGE inh 9, MEX-5 binding -0.1 and Fam108B inh 1.
`CCn1ncc(/C=C/C(=O)c2ccccc2)c1C` gave PME-1 inh -4, GSTO1 inh 0, PAD4 inh -1, MCL1 BIM primary -4, TPT1 inhibitor 0, Bcl-xL primary 5, GLD-1 TGE inh 7, MEX-5 binding -0.1 and Fam108B inh 0.
For O=C(N/N=C/c1cc(Cl)ccc1O)c1ccccc1Br the results were PME-1 inh 3, GSTO1 inh -9, PAD4 inh -2, MCL1 BIM primary 10, TPT1 inhibitor -4, Bcl-xL primary 3, GLD-1 TGE inh 5, MEX-5 binding 0.2 and Fam108B inh 3.
O=C(NCCc1ccc(Cl)cc1)C1CCC(=O)N(C2CCCCCC2)C1 (stereo not drawn) was read as PME-1 inh 16, GSTO1 inh 5, PAD4 inh -4, MCL1 BIM primary 2, TPT1 inhibitor 0, Bcl-xL primary 135*, GLD-1 TGE inh 1, MEX-5 binding -2.2 and Fam108B inh -2.
Cc1cc(OCC(=O)Nc2ccc(N3CCN(C)CC3)cc2)ccc1Cl was read as PME-1 inh -6, GSTO1 inh -7, PAD4 inh 0, MCL1 BIM primary -8, TPT1 inhibitor 1, Bcl-xL primary 0, GLD-1 TGE inh -3, MEX-5 binding 0.7 and Fam108B inh 0.
`COc1ccc(C(=O)NCCN2CCCC2)cc1OC` gave PME-1 inh 4, GSTO1 inh 2, PAD4 inh -5, MCL1 BIM primary -4, TPT1 inhibitor -2, Bcl-xL primary -5, GLD-1 TGE inh 3, MEX-5 binding -1.7 and Fam108B inh 2.
`Cc1ccc2cc(CN(CC(C)C)S(=O)(=O)c3ccccc3)c(=O)[nH]c2c1` gave PME-1 inh -8, GSTO1 inh -3, PAD4 inh 1, MCL1 BIM primary 3, TPT1 inhibitor 2, Bcl-xL primary 8, GLD-1 TGE inh 1, MEX-5 binding -0.7 and Fam108B inh -1.
CCCOc1ccc(C(C)(O)CN2CCOCC2)cc1 (stereo not drawn) was read as PME-1 inh -4, GSTO1 inh 2, PAD4 inh 2, MCL1 BIM primary -12, TPT1 inhibitor 1, Bcl-xL primary 3, GLD-1 TGE inh 1, MEX-5 binding 1.3 and Fam108B inh 2.
Screening COc1ccc2nc3c(nc2c1)CCCC3 returned PME-1 inh -3, GSTO1 inh 8, PAD4 inh -2, MCL1 BIM primary 2, TPT1 inhibitor 3, Bcl-xL primary 0, GLD-1 TGE inh -8, MEX-5 binding 0.1 and Fam108B inh 5.
For Cc1nc2scc(C)n2c(=O)c1S(=O)(=O)NCCc1ccc(Cl)cc1 the results were PME-1 inh 5, GSTO1 inh -4, PAD4 inh 0, MCL1 BIM primary 5, TPT1 inhibitor -7, Bcl-xL primary 6, GLD-1 TGE inh -1, MEX-5 binding 1.3 and Fam108B inh 1.
`O=C(C[n+]1cc(-c2ccccc2)n2c1CCCCC2)c1ccc(Br)cc1` gave PME-1 inh -4, GSTO1 inh 9, PAD4 inh 1, MCL1 BIM primary 4, TPT1 inhibitor -2, Bcl-xL primary -3, GLD-1 TGE inh 2, MEX-5 binding -2.8 and Fam108B inh -3.
Screening Cc1c(Cc2ccccc2)c(NCCCO)n2c(nc3ccccc32)c1C#N returned PME-1 inh 8, GSTO1 inh -4, PAD4 inh 2, MCL1 BIM primary 2, TPT1 inhibitor 0, Bcl-xL primary -3, GLD-1 TGE inh -3, MEX-5 binding -3.6 and Fam108B inh 4.
For CCCc1c(C(=O)O)cnn1-c1ccc(Cl)cc1 the results were PME-1 inh 2, GSTO1 inh 9, PAD4 inh -3, MCL1 BIM primary 0, TPT1 inhibitor -4, Bcl-xL primary 3, GLD-1 TGE inh 7, MEX-5 binding -0.8 and Fam108B inh 0.
Screening CSc1ccccc1C(=O)Nc1nc2ccccc2c(=O)[nH]1 returned PME-1 inh -5, GSTO1 inh -10, PAD4 inh -6, MCL1 BIM primary 6, TPT1 inhibitor -1, Bcl-xL primary 1, GLD-1 TGE inh -2, MEX-5 binding 0.6 and Fam108B inh -2.
`CCCn1c(SCC(=O)Nc2nccs2)nnc1-c1cccnc1` gave PME-1 inh 0, GSTO1 inh 9, PAD4 inh -6, MCL1 BIM primary -3, TPT1 inhibitor 1, Bcl-xL primary -9, GLD-1 TGE inh -7, MEX-5 binding -2.3 and Fam108B inh 0.
For Cn1ccnc1SCC(=O)Nc1sccc1C#N the results were PME-1 inh -9, GSTO1 inh 8, PAD4 inh -2, MCL1 BIM primary 1, TPT1 inhibitor 10, Bcl-xL primary -2, GLD-1 TGE inh 3 and Fam108B inh -1.
O=C(NC1CCS(=O)(=O)C1)c1ccc(-c2ccc(Br)cc2)o1 (stereo not drawn) was read as PME-1 inh 1, GSTO1 inh 4, PAD4 inh -2, MCL1 BIM primary 1, TPT1 inhibitor -2, Bcl-xL primary 1, GLD-1 TGE inh 5, MEX-5 binding -0.3 and Fam108B inh -2.
`CC(C)CN=c1cc(-c2ccccc2)oc2ccc(Cl)cc12` gave PME-1 inh -7, GSTO1 inh -3, PAD4 inh -1, MCL1 BIM primary -5, TPT1 inhibitor -2, Bcl-xL primary 1, GLD-1 TGE inh -2, MEX-5 binding 2.9 and Fam108B inh 2.
CC1CCN(S(=O)(=O)c2ccc(Oc3ccc([N+](=O)[O-])cc3)cc2)CC1 was read as PME-1 inh 1, GSTO1 inh 6, PAD4 inh 1, MCL1 BIM primary -6, TPT1 inhibitor 0, Bcl-xL primary -2, GLD-1 TGE inh 5, MEX-5 binding 0.1 and Fam108B inh 1.
For CC(=O)Nc1cccc(Oc2ccc([N+](=O)[O-])cc2Cl)c1 the results were PME-1 inh -1, GSTO1 inh 2, PAD4 inh 1, MCL1 BIM primary 5, TPT1 inhibitor 3, Bcl-xL primary 11, GLD-1 TGE inh 7, MEX-5 binding 2.2 and Fam108B inh -2.
O=C(Cn1cnc2ccccc2c1=O)N1CCOCC1 was read as PME-1 inh -2, GSTO1 inh 1, PAD4 inh -6, MCL1 BIM primary 1, TPT1 inhibitor -3, Bcl-xL primary 0, GLD-1 TGE inh 6, MEX-5 binding 3.5 and Fam108B inh 0.
COc1ccc(CCNC(=O)/C=C/c2ccc(OC)c(S(=O)(=O)N3CCOCC3)c2)cc1 was read as PME-1 inh -3, GSTO1 inh 0, PAD4 inh 4, MCL1 BIM primary 2, TPT1 inhibitor 1, Bcl-xL primary 0, GLD-1 TGE inh -6, MEX-5 binding -2.5 and Fam108B inh -1.
Cc1sc2nc(CN3CCCCC3)nc(Nc3ccc4c(c3)OCCO4)c2c1C was read as PME-1 inh 0, GSTO1 inh 9, PAD4 inh -2, MCL1 BIM primary 1, TPT1 inhibitor 3, Bcl-xL primary 5, GLD-1 TGE inh -3, MEX-5 binding 2.3 and Fam108B inh 2.
`COC(=O)c1c(/N=C/N(C)C)sc2c1CCN(c1ncc(C(F)(F)F)cc1Cl)C2` gave PME-1 inh 9, GSTO1 inh -5, PAD4 inh 1, MCL1 BIM primary 16, TPT1 inhibitor -5, Bcl-xL primary 15, GLD-1 TGE inh 4, MEX-5 binding 5.5 and Fam108B inh -3.
For Cc1nc2sc(-c3ccccc3)nn2c(=O)c1Br the results were PME-1 inh -4, GSTO1 inh 0, PAD4 inh 0, MCL1 BIM primary 2, TPT1 inhibitor 4, Bcl-xL primary 4, GLD-1 TGE inh 10, MEX-5 binding 1.5 and Fam108B inh 0.
For O=C(/C=C/c1ccco1)Nc1ccccc1N1CCOCC1 the results were PME-1 inh 0, GSTO1 inh -1, PAD4 inh 2, MCL1 BIM primary 9, TPT1 inhibitor 4, Bcl-xL primary 5, GLD-1 TGE inh 2, MEX-5 binding -1.5 and Fam108B inh -6.
For S=c1[nH]nc(-c2ccncc2)n1Cc1ccccc1 the results were PME-1 inh -6, GSTO1 inh -6, PAD4 inh -2, MCL1 BIM primary -11, TPT1 inhibitor 2, Bcl-xL primary -9, GLD-1 TGE inh 7, MEX-5 binding -0.6 and Fam108B inh -4.
O=C(O)C1C2C=CC(C2)C1C(=O)NCc1ccc2c(c1)OCO2 (stereo not drawn) was read as PME-1 inh -9, GSTO1 inh 2, PAD4 inh 3, MCL1 BIM primary 8, TPT1 inhibitor -2, Bcl-xL primary 2, GLD-1 TGE inh 4, MEX-5 binding 0.4 and Fam108B inh -4.
O=C(O)C1CC=CCC1C(=O)Nc1ccc2c(c1)OCCO2 (stereo not drawn) was read as PME-1 inh 4, GSTO1 inh -1, PAD4 inh -4, MCL1 BIM primary 4, TPT1 inhibitor 1, Bcl-xL primary 6, GLD-1 TGE inh -3, MEX-5 binding 0.3 and Fam108B inh 2.
COc1nc(NCCC2=CCCCC2)nc(OC)n1 was read as PME-1 inh 7, GSTO1 inh 3, PAD4 inh -4, MCL1 BIM primary 4, TPT1 inhibitor -6, Bcl-xL primary 2, GLD-1 TGE inh 10, MEX-5 binding 0.2 and Fam108B inh 1.
`COc1ccc(CCNCC(=O)Nc2ccc(C(=O)N3CCCCC3)cc2)cc1` gave PME-1 inh 1, GSTO1 inh 5, PAD4 inh 0, MCL1 BIM primary -2, TPT1 inhibitor -2, Bcl-xL primary 0, GLD-1 TGE inh 6, MEX-5 binding -1.9 and Fam108B inh -3.
Screening O=C(CCCOc1ccc(Cl)cc1)N1CCCCCC1 returned PME-1 inh 4, GSTO1 inh 0, PAD4 inh -2, MCL1 BIM primary 5, TPT1 inhibitor 0, Bcl-xL primary 1, GLD-1 TGE inh -1, MEX-5 binding -1.0 and Fam108B inh 0.
